# hcGAS inh – blocks human cGAS activity; inhibition, % at 12.5 µM; 0.081% of 290,000 active; recombinant h-cGAS, ATP depletion, Kinase-Glo luminescence; Q8N884;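 also: 0% = vehicle reaction and 100% = reaction without DNA for no activity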
# Target sequence (Q8N884 whole entry, looked up): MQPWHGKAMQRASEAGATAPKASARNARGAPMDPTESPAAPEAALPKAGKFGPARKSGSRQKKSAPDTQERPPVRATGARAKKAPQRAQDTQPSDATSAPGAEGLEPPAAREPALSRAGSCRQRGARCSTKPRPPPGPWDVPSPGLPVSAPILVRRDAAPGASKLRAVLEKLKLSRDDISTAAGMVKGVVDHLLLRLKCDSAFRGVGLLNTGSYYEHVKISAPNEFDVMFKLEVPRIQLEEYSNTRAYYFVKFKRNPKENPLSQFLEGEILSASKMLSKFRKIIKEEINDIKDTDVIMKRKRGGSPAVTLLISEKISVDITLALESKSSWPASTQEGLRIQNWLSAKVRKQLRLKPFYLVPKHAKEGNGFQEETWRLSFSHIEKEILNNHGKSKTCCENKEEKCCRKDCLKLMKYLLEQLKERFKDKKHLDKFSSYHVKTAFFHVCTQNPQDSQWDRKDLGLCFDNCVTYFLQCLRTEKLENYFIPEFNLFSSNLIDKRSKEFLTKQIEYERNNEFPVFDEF
# NPYLR7 agonist – activates Aedes aegypti NPYLR7 receptor; HEK293T NPYLR7/Galpha15, GCaMP6s calcium fluorescence; activation, % at 10 µM; 0.15% of 270,000 active; in the data active = activation above about 40%;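 also: 0% = vehicle and 100% = reference agonist at the receptor; some compounds past the cut are filed as inactive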
# mcGAS lum – inhibitors of mouse cGAS | 0.15% of 160,000 active | AID 1259399 | Q8C6L5 | inhibition, % at 12.5 µM | recombinant cGAS, Kinase-Glo ATP depletion luminescence;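 also: 0% = negative control wells and 100% = reference inhibitor with no enzyme activity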
# * = called active by the depositor; . = not tested or not shown; & = joins results of further samples. Rule as the data show it, unless noted: active = inhibition above about 40%; inactive = the rest.
SMILES,hcGAS inh,NPYLR7 agonist,mcGAS lum
COC(=O)C(=O)N1CCN(c2nc3nccc(-c4cccs4)n3n2)CC1,-7,-1,-10
CCCc1noc(CN(C)CCCN2CCOCC2)n1,-7,4,-10
CCCC1(C2CCN(c3nc4ccccc4cc3C)CC2)NC(=O)NC1=O (configuration not stated),-10,13,.
COc1ccc(-c2c3c(=O)n(-c4ccccn4)ccc3nc3nc(C)nn23)cc1,-5,-12,.
CC(C)(C)CC(=O)Nc1ccc(Oc2ccc(CC#N)cc2)nc1,7,-1,.
Cc1cccc(-n2c(-c3ccc(F)cc3)n[nH]c2=S)c1,1,-6,.
CCc1cc(NC(=O)Cc2ccn(-c3ccc(F)cc3)n2)n[nH]1,-8,2,-15
Nc1ccc2nc(/C=C/c3ccc(Cl)cc3)[nH]c2c1,-4,2,-3
CCc1nc2ccc(C(=O)NCc3ccccc3OC)cn2c1N(C)Cc1ccc(OC)cc1,7,-19,1
NC(=O)CSc1nc2c(c(=O)n1CCc1ccccc1)SCC2,-5,4,-7
CCN1C=C(c2csc(C)n2)C(c2ccc(Cl)cc2)NC1=O (configuration not stated),-5,2,.
CCc1ccc(NC(=O)c2cc(OC)c(S(N)(=O)=O)s2)cc1,-5,-6,.
NC1=NC(=O)C(Cc2ccc(Br)cc2)S1 (configuration not stated),-5,-4,-7
Cc1ccc(S(=O)(=O)N(CCN2CCCC2)CC(=O)N(Cc2ccc(F)cc2)Cc2cccs2)cc1,4,9,0
O=C(NC(Cc1ccccc1)C(=O)Nc1nnc(-c2ccc3c(c2)OCO3)s1)NC12CC3CC(CC(C3)C1)C2 (configuration not stated),-5,16,-4
O=C1NC(=O)C(c2ccccc2[N+](=O)[O-])=C1Nc1ccc(O)c(Cl)c1,2,-7,0
CCOC(=O)c1c(NC(=O)C(Cl)Cl)c(-c2cccc(F)c2)cn1Cc1ccccc1,-4,4,-6
CCCCNC(=O)c1cc(-c2ccco2)nc2c1c(C)nn2C1CCS(=O)(=O)C1 (configuration not stated),-9,0,-11
COc1ccc(-c2cnc3ncnn3c2N2CCN(S(=O)(=O)c3ccc(F)cc3)CC2)cc1,-10,.,-7
CCOc1ccc(-c2nc(N)ncc2Oc2ccccc2OCC)c(O)c1,-5,4,-8
O=C(O)C(Oc1ccc(F)cc1F)c1ccccc1 (configuration not stated),-13,5,.
Cc1cccc(OCc2ccc(-c3nc(C#N)c(N(C)C)o3)o2)c1,-4,-1,-6
CCOC(=O)c1cc(-c2cccc(NC(=O)c3ccc(Cl)nc3)c2)n(-c2ccc(OC)cc2)n1,-4,25,-8
Cc1nnc(SC(C)C(=O)NCc2ccc(Cl)cc2)o1 (configuration not stated),-6,1,.
Cc1cc(C)c(C(N)=O)c(N2CCN(c3ccccc3)CC2)n1,-6,-1,.
CS(=O)(=O)c1ccc(C2CC(=O)Nc3c2cnn3CC2CCCCC2)cc1 (configuration not stated),3,-1,2
COc1ccc(N2CCN(C(=O)c3cccs3)C(C)C2=O)c(OC)c1 (configuration not stated),-3,-2,-4
CCOC(=O)CNC(=O)N[C@H]1[C@H](O)[C@@H]2O[C@H]1c1ccccc12,7,5,1
Cc1cccc(OCCSc2nc3ccccc3n2CC(=O)N2CCOCC2)c1,-5,-1,-9
Cc1occc1C(=O)N1CCC(C2CCN(c3ncccn3)CC2)C1 (configuration not stated),-9,2,.
Cc1ccc(Nc2cc(C)nc(N3CCN(C(=O)C(C)(C)C)CC3)n2)cc1,-3,49,.
COc1cc2c(cc1CN1CCCN(c3ccnc(C)c3)CC1)OCCO2,-8,-5,.
O=S(=O)(NCc1ccccc1)Nc1ccc2cn[nH]c2c1,-5,5,.
CN(C)CCNC(=O)c1ccc(CSc2nc(N3CCN(c4ccccc4Cl)CC3)cc(C(F)(F)F)n2)o1,-11,11,-6
CC(C)N1CCC(CNS(=O)(=O)c2cccs2)CC1,-4,-10,-8
CCOC(=O)CC1(S(=O)(=O)c2ccc(F)cc2)CCN(Cc2ccccc2)CC1,-3,-25,1
O=C(CSc1ncnc2sccc12)N1CCN(C(=O)c2cccs2)CC1,-2,4,.
COC(=O)C(CC(C(=O)OC)N1C(=O)c2ccccc2C1=O)SC(C)=O (configuration not stated),1,7,.
O=C(CN1CCN(c2ccc3c(c2)OCCO3)C1=O)NCc1ccccn1,-13,2,.
Clc1ccc(-n2cc(-c3ccccc3)c3c(NCC4CCCO4)ncnc32)cc1 (configuration not stated),-5,0,-7
CC(c1ccccc1Cl)N(C)Cc1cc(=O)c(O)co1 (configuration not stated),-2,7,.
CCC(C(=O)Nc1cccc(C2SCC(=O)N2c2cccc(F)c2C)c1)c1ccccc1 (configuration not stated),-10,16,-6
O=c1c(S(=O)(=O)c2ccccc2)c[nH]c2ccc(Cl)cc12,-8,4,-5
COc1ccc2oc(=Nc3sc4c(c3C(N)=O)CCCC4)c(C(N)=O)cc2c1,-10,-6,-6
Fc1cccc(CSc2nnc(-c3ccccc3Cl)n2-c2ccccc2Cl)c1F,-11,18,-5
COc1ccc(-c2c(C)nn(-c3ccccc3)c2C)c(C(=O)NCc2ccc3ccccc3c2-c2ccccc2)c1,-6,4,-5
FC(F)(F)c1nnc2sc(CCc3ccccc3)nn12,-7,5,-7
CC(C)N1CCC(O)N1C=O (configuration not stated),1,-2,.
CNS(=O)(=O)c1cc(C(=O)N(C)C(C)Cc2ccc(Cl)cc2)ccc1F (configuration not stated),-6,8,.
Cc1ccc2oc(-c3cc(NC(=O)c4ccc(I)cc4)ccc3Cl)nc2c1,-3,2,-4

# The listing continues:
SMILES,hcGAS inh,NPYLR7 agonist,mcGAS lum
O=C(NCC1CCCO1)c1nc(-c2cccs2)no1 (configuration not stated),-1,-1,.
CCC(C)(C)NC(=O)c1cccnc1Nc1cccc(C)c1C,-8,16,-6
Cc1cc(C)c(S(=O)(=O)N(CC(=O)N2CCc3sccc3C2c2ccccc2C)C2CCCCC2)c(C)c1 (configuration not stated),-8,14,-6
CCn1c(C2CCN(Cc3ccc4c(c3)CC(C)O4)CC2)n[nH]c1=O (configuration not stated),-3,6,-15
COCCN(CC(=O)N(CCc1ccc(OC)c(OC)c1)Cc1sccc1C)C(=O)Nc1c(C)cccc1C,-10,7,-6
c1csc(-c2nnc(CSc3cn[nH]n3)o2)c1,-4,-1,-13
COc1nn(C)cc1C(=O)NCc1cc(-c2ccc(F)cc2F)on1,-5,-2,.
O=C(CC12CC3CC(CC(C3)C1)C2)N1CCN(C(=O)c2ccc[nH]2)CC1,-15,.,-5
COCCNC(=O)C1(C)CCCN(Cc2cn(C)c3ccccc23)C1 (configuration not stated),-17,2,.
Cc1cnc(C(=O)NCc2ccc3c(c2)OCO3)cn1,-11,1,.

# Results in hcGAS inh, for 3 of the compounds above:
smiles | hcGAS inh
COCCN(CC(=O)N(CCc1ccc(OC)c(OC)c1)Cc1sccc1C)C(=O)Nc1c(C)cccc1C | -10
c1csc(-c2nnc(CSc3cn[nH]n3)o2)c1 | -4
COc1nn(C)cc1C(=O)NCc1cc(-c2ccc(F)cc2F)on1 | -5

# Next part
SMILES,hcGAS inh,NPYLR7 agonist,mcGAS lum
Cc1ccc(NC(=O)NCCNc2cc(-n3cccn3)ncn2)cc1Cl,2,-8,-4
O=C1CC(c2ccccc2)CC(O)=C1C=NCCCO (configuration not stated),2,3,.
CCCCN(C=O)c1c(CC)nc2c(OCc3ccc(S(C)(=O)=O)cc3)cccn12,-1,6,-3
O=C(NC1CC1)C1CCN(C2CCN(Cc3cccn3-c3nccs3)CC2)CC1,-7&-4,0&7,-10&-5
O=C(Cn1cnc2sccc2c1=O)NCc1cccs1,-9,1,-4
CCN(CC)c1ccc(NC(=O)CSc2nc3sc(C)c(C)c3c(=O)n2CCOC)cc1,0,-2,-1
Cc1ccccc1C(C)NS(=O)(=O)c1ccc(Cl)cc1 (configuration not stated),-1,6,.
CC(=O)N1CCC(C(=O)NC(c2ccc(F)cc2)c2nccn2C)CC1 (configuration not stated),-13,3,-8
CCCCN(CC(=O)N1c2ccccc2-n2cccc2C1c1cccc(C)c1)C(=O)Nc1ccc(SC)cc1 (configuration not stated),-8,.,-5
CC1=C(n2nnc3ccccc32)C(c2ccccc2)C(C#N)C(=N)O1 (configuration not stated),-9,9,.
CCc1c(C)nn(-c2ccc(C(=O)Nc3ccc4ncsc4c3)cc2)c1C,-2,-8,-1
Cc1ccccc1C1c2[nH]c3ccccc3c2CCN1C(=O)Cc1nonc1C (configuration not stated),-2,-4,-3
Cc1ncccc1OC1(C(=O)NCCc2ccccn2)CCNCC1,-4,4,-17
COCCn1c(SCC(=O)Nc2ccccc2F)nc2c([nH]c3ccccc32)c1=O,-5,0,-7
COc1ccc([C@@H](C)NCc2c(C(=O)N3CCOCC3)nc3ccccn23)cc1,-9&-4,1&6,.
COc1ccc2cnoc(=O)c2c1OC,-4,4,1
O=C(NC1CCCCC1)C1CCN(CCCS(=O)(=O)c2ccc(F)cc2)CC1,5,6,1
Cn1cc(C(=O)N2CCNCC2)c2nn(-c3ccccc3)c(=O)c-2c1,-4,-3,.
COc1ccccc1-n1cc(C(=O)N2CCC3(CCCO3)CC2)cn1,-5,10,-13
CCc1nc2n(n1)C(=O)C(C(c1ccc(F)cc1)N1CC(C)CC(C)C1)S2 (configuration not stated),0,-4,-3
O=C1NCCNC12CCN(S(=O)(=O)c1cc(Cl)c(Cl)s1)CC2,-5,12,.
CCc1nc(N2CCN(C(=O)Nc3ccc(C(F)(F)F)cc3)CC2)c2ccc(Cl)cc2n1,2,-9,1
COC(=O)CN1C(c2ccccc2)=Nc2ccc(Cl)cc2C1c1ccccc1 (configuration not stated),-4,-1,-5
O=C(O)C1(O)CCN(c2nccc3ccccc23)CC1,0,-3,.
CCc1cc(CN2CCN(c3ncccn3)CC2C(=O)O)[nH]n1 (configuration not stated),-11,10,.
O=C(CN(C1CC1)S(=O)(=O)c1ccc(Br)cc1)N1CCc2sccc2C1c1ccc(Cl)cc1 (configuration not stated),-8,-5,-3
O=S(=O)(NCc1ccsc1-n1cccc1)c1ccccc1Br,-7,8,.
Cc1cccc(Nc2ncccc2C(=O)Nc2ccccc2)c1C,-4,-9,.
c1ccc(-c2nnc(-c3ccccc3)c(NCc3ccco3)n2)cc1,-16,-14,.
CC1CN(c2cc(Oc3ccccc3)ncn2)CCN1 (configuration not stated),-3,-13,.
CC(Nc1nc(-c2ccccc2Cl)nc2cc(Cl)ccc12)c1ccccc1 (configuration not stated),2,9,1
COC(=O)c1cccc2c1NC(c1ccc([N+](=O)[O-])cc1)C1CC=CC21 (configuration not stated),-4,-4,-2
COc1ccc(OC)c(C2c3cccn3CCCN2Cc2ccccc2F)c1 (configuration not stated),-4,-13,-4
Cc1ccccc1C(=O)Nc1ccnn1C1CCN(C(=O)c2n[nH]c3c2CCC3)CC1,-1,0,-6
Cc1ccc(-c2cn[nH]c2C2CCCN(Cc3nccn3C)C2)cc1 (configuration not stated),-5,-1,.
COc1cccc(C(C2Sc3ncnn3C2=O)N2CCC3(CC2)OCCO3)c1 (configuration not stated),-6,4,-10
O=C(CC1CCS(=O)(=O)C1)OCC(=O)N1c2ccccc2CCc2ccccc21 (configuration not stated),-12,4,.
CSCCNC(=O)c1ccc(-c2cc(-c3ccc4c(c3)OCCO4)n[nH]2)cc1,-12,.,-6

# Entries above containing a thiophene ring, fused or not (16):
SMILES,hcGAS inh,NPYLR7 agonist,mcGAS lum
COC(=O)C(=O)N1CCN(c2nc3nccc(-c4cccs4)n3n2)CC1,-7,-1,-10
CCc1ccc(NC(=O)c2cc(OC)c(S(N)(=O)=O)s2)cc1,-5,-6,.
Cc1ccc(S(=O)(=O)N(CCN2CCCC2)CC(=O)N(Cc2ccc(F)cc2)Cc2cccs2)cc1,4,9,0
COc1ccc(N2CCN(C(=O)c3cccs3)C(C)C2=O)c(OC)c1 (configuration not stated),-3,-2,-4
CC(C)N1CCC(CNS(=O)(=O)c2cccs2)CC1,-4,-10,-8
O=C(CSc1ncnc2sccc12)N1CCN(C(=O)c2cccs2)CC1,-2,4,.
COc1ccc2oc(=Nc3sc4c(c3C(N)=O)CCCC4)c(C(N)=O)cc2c1,-10,-6,-6
O=C(NCC1CCCO1)c1nc(-c2cccs2)no1 (configuration not stated),-1,-1,.
Cc1cc(C)c(S(=O)(=O)N(CC(=O)N2CCc3sccc3C2c2ccccc2C)C2CCCCC2)c(C)c1 (configuration not stated),-8,14,-6
COCCN(CC(=O)N(CCc1ccc(OC)c(OC)c1)Cc1sccc1C)C(=O)Nc1c(C)cccc1C,-10,7,-6
c1csc(-c2nnc(CSc3cn[nH]n3)o2)c1,-4,-1,-13
O=C(Cn1cnc2sccc2c1=O)NCc1cccs1,-9,1,-4
CCN(CC)c1ccc(NC(=O)CSc2nc3sc(C)c(C)c3c(=O)n2CCOC)cc1,0,-2,-1
O=C1NCCNC12CCN(S(=O)(=O)c1cc(Cl)c(Cl)s1)CC2,-5,12,.
O=C(CN(C1CC1)S(=O)(=O)c1ccc(Br)cc1)N1CCc2sccc2C1c1ccc(Cl)cc1 (configuration not stated),-8,-5,-3
O=S(=O)(NCc1ccsc1-n1cccc1)c1ccccc1Br,-7,8,.

# Screening results from PubChem.
